Screening data: PubChem, several laboratories
GlmU inhibition: inhibition of mycobacterial GlmU enzyme – biochemical, glucosamine-1-phosphate acetyltransferase (AID 1376). M. tuberculosis GlmU acetyltransferase enzyme assay; higher % means a stronger effect. inhibition, %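 (tested at 30 µM in the primary screen)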; hits with a dose series show IC50 in µM. 220,000 compounds, 0.25% hits; in the data active = inhibition above about 13%;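 also: 0% = complete reaction with vehicle and 100% = reaction without substrate; strong numbers were not always called active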
RmlCD inh 1536: M. tuberculosis RmlC/RmlD inhibition. P9WH09+P9WH11. RmlC+RmlD coupled enzyme assay, percent inhibition; primary screen in compound mixtures. inhibition, % at 3.6 µM. 160,000 compounds, 0.03% hits. AID 1533; in the data active = inhibition mostly above about 34%, no sharp cut-off; also: some results filed as inactive read as strong as hits
Target sequence (P9WH09 whole entry, looked up): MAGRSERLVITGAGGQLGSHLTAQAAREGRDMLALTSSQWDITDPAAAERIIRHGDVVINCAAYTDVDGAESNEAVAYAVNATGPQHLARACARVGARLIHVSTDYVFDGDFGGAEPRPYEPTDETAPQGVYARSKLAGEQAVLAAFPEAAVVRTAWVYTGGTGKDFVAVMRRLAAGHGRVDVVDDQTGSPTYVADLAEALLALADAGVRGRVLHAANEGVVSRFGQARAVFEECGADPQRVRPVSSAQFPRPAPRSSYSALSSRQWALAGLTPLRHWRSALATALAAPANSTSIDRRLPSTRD
Target sequence (P9WH11 whole entry, looked up): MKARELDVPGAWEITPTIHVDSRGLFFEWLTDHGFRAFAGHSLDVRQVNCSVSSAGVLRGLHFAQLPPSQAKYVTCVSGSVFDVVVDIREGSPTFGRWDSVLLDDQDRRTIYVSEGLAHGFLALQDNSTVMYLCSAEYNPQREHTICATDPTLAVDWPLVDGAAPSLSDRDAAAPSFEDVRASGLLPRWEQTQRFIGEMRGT
Active calls of the source: *; nt = not tested or not shown.

(1) Clc1cccc(N2CCN(c3ncnc4nc[nH]c34)CC2)c1
(2) COC(=O)Cn1c2c(c3cc(C)ccc31)CCCC2NC(C)c1ccccc1 (centres undefined)
(3) CN1CC(C(=O)c2ccccc2)C(C(=O)c2ccccc2)C1 (centres undefined)
(4) C1=C(CCNc2ncnc3nc[nH]c23)CCCC1
(5) CC1=[N+](C)N(c2ccccc2)C(=O)C1N=C/C=C/c1ccccc1 (centres undefined)
(6) COc1cccc(N(C(=O)c2ccco2)C(C(=O)NC2CCCC2)c2cccnc2)c1 (centres undefined)
(7) C=CC(C)Sc1nc2c(c(=O)n(C)c(=O)n2C)n1Cc1ccccc1Cl (centres undefined)
(8) COc1ccc(S(=O)(=O)Nc2ccc(O)c(Sc3nc4ccccc4s3)c2)cc1
(9) COc1ccc(OC)c(NC(=O)Cc2coc3ccc4ccccc4c23)c1
(10) C/C(=N\NC(=O)c1ccncc1)c1cc2ccccc2oc1=O
Screen / compound no.,1,2,3,4,5,6,7,8,9,10
GlmU inhibition,-7.5%,-2.4%,-2.4%,3.6%,1.4%,-0.5%,1.8%,-0.6%,-3.3%,2.0%
RmlCD inh 1536,-0.1,13.4,nt,-3.1,12.8,-6.4,nt,-1.8,3.8,-9.8

(11) O=C(NCCCN1CCCC1=O)c1ccc(Cl)c(NS(=O)(=O)c2ccc(F)cc2)c1
(12) CCC(=O)Nc1cc(C(F)(F)F)ccc1N1CCOCC1
(13) COc1cccc(NC(=O)Cc2cn(C)c3ccccc23)c1
(14) CN1CCN(c2ccc([N+](=O)[O-])cc2C(=O)c2ccccc2)CC1
(15) Cc1c(Br)cc(C(=O)N2CCCCCC2)c(C)c1C
(16) O=C1C2CC=C(Cl)CC2C(=O)N1CCC[n+]1cccc2ccccc21 (centres undefined)
(17) [O-][N+]12CCCCC1CCCC2CO (centres undefined)
(18) O=[N+]([O-])c1cc(S(=O)(=O)N2CCCC2)ccc1N/N=C/c1ccncc1
(19) Cc1ccc(S(=O)(=O)N(c2cccc(C)c2)C2CCS(=O)(=O)C2)cc1 (centres undefined)
(20) CC1(C)CC(=O)C(C=Nc2ccc(O)cc2)=C(O)C1
Screen / compound no.,11,12,13,14,15,16,17,18,19,20
GlmU inhibition,-6.7%,1.2%,4.9%,-0.3%,nt,-1.5%,1.9%,0.9%,-0.8%,-2.3%
RmlCD inh 1536,6.2,7.8,6.0,-11.6,9.0,-9.6,14.9,nt,nt,nt

(21) O=C(/C=C/c1ccccc1)N1CCC(N2CCC(C(=O)N3CCOCC3)CC2)CC1
(22) CCOC(=O)c1ccc(N/C(=N\S(=O)(=O)c2ccccc2C)c2ccccc2)cc1
(23) COc1cc(NC(=S)NCCc2ccc(S(N)(=O)=O)cc2)c(OC)cc1Cl
(24) CCOC(=O)N1CCN(C(=O)c2ccc(SC)cc2OC)CC1
(25) CC(=O)c1c(C)nc2sc3c(=N)n(N)cnc3c2c1-c1ccc(Cl)cc1
(26) CCOC(=O)c1cc(C)n(CCCN2CCOCC2)c1C
(27) O=c1c2ccccc2nc2c3ccccc3cnn12
(28) Cn1ncc2c(N3CCOCC3)ncnc21
(29) CC(=O)Nc1ccc(S(=O)(=O)N2CCOCC2)cc1
(30) C=CCn1c(O)c(N=NC(=O)c2ccc3c(c2)OCO3)c2ccccc21
Screen / compound no.,21,22,23,24,25,26,27,28,29,30
GlmU inhibition,3.2%,2.7%,-9.1%,-0.9%,-5.2%,-0.8%,6.2%,-0.5%,-0.1%,-5.3%
RmlCD inh 1536,-2.8,7.0,nt,4.2,nt,-6.6,9.3,nt,5.4,12.5

(31) CC(=O)Nc1ccc(NC(=O)C(C)OC(=O)c2ccccc2C(=O)c2ccc(Cl)c([N+](=O)[O-])c2)cc1 (centres undefined)
(32) COc1ccccc1NC(=O)Cn1nnc(C(=O)Nc2ccccc2)c1N
(33) CCN(CC)C(=O)CSc1nnc2nnc3cc(Cl)ccc3n12
(34) C/C(=N/NC(=O)c1cccs1)c1cccc(NC(=O)C2CC2)c1
(35) O=C(NCc1ccccc1)NC1CC2CCC(C1)N2Cc1ccco1 (centres undefined)
(36) Clc1ccc(CN2CCC(c3nc4ccc(Cl)cc4[nH]3)CC2)cc1
(37) CCC(C(=O)OCC(=O)Nc1c(C)n(C)n(-c2ccccc2)c1=O)c1ccccc1 (centres undefined)
(38) COc1ccc(C2c3c(ncn(CCN4CCOCC4)c3=N)Oc3ccc4ccccc4c32)cc1 (centres undefined)
(39) Cc1ccc(-c2nn(-c3ccccn3)c(=O)c3ccccc23)cc1
(40) COC(=O)c1cc(COc2ccc3c4c(c(=O)oc3c2)CCCC4)c(C)o1
Screen / compound no.,31,32,33,34,35,36,37,38,39,40
GlmU inhibition,-4.8%,-4.3%,-2.4%,-0.9%,-0.6%,nt,2.1%,-6.9%,4.2%,nt
RmlCD inh 1536,nt,5.8,-9.9,nt,-6.1,6.6,6.1,nt,27.6,17.1

(41) CC12CC3CC(C)(C1)CC(CN1CCOCC1)(C3)C2
(42) Cc1cc(C(=O)COc2cccc(-n3cnnn3)c2)c(C)n1-c1ccccc1
(43) O=[N+]([O-])c1ccc(Oc2cccc(Br)c2)c2ccncc12
(44) NC(N)=NS(=O)(=O)c1ccc(NC(=S)NC(=O)c2ccccc2)cc1
(45) O=CN(CCN(C=O)CN1CCCCC1)CN1CCCCC1
(46) O=C(COC(=O)c1ccccc1-c1nc2ccccc2s1)NC1CCS(=O)(=O)C1 (centres undefined)
(47) CCCN(CCC)CCCNC(=S)Nc1ccc2nc3n(c(=O)c2c1)CCCCC3
(48) CCCCNC(=O)C(=O)NC(C)CCc1ccccc1 (centres undefined)
(49) N#Cc1c(-c2ccccc2)nc(SCC(=O)Nc2nnc(C(F)(F)F)s2)[nH]c1=O
(50) CC1(c2cccc([N+](=O)[O-])c2)CC(C)(C)N(C(=O)c2ccccc2)c2ccccc21 (centres undefined)
Screen / compound no.,41,42,43,44,45,46,47,48,49,50
GlmU inhibition,5.0%,7.2%,-2.4%,3.6%,2.4%,-3.2%,2.3%,nt,6.7%,-0.8%
RmlCD inh 1536,14.5,12.3,nt,18.2,10.5,0.0,-12.1,5.9,-3.9,-15.0

(51) COc1ccc(/C=N/NC(=O)c2ccn[nH]2)cc1COc1ccc(Cl)cc1Cl
(52) Cc1ccc(C)c(N=Nc2nc3ccccc3n2C)c1
(53) CCCOC(=O)CSc1nnc(-c2ccc(Cl)cc2Cl)o1
(54) CN(CC(=O)NCCc1ccccc1)S(=O)(=O)c1cnc[nH]1
(55) O=C(Nc1ccc(Oc2cccc(C(F)(F)F)c2)nc1)c1cccs1
(56) O=C(Nc1cccc(Cl)c1)Nc1cccc(Cl)c1
(57) C=CCc1c(C)nc(-c2ccccc2)nc1N/N=C(\C)c1ccc(N)cc1
(58) Cc1nn(Cc2ccc(Cl)c(Cl)c2)c(C)c1NC(=O)c1sc2ccccc2c1Cl
(59) CCCOc1ccc(C(=O)O)cc1
(60) O=c1[nH]c(-c2ccccn2)nc(C(F)(F)F)c1Br
Screen / compound no.,51,52,53,54,55,56,57,58,59,60
GlmU inhibition,-5.1%,2.3%,-2.3%,2.2%,-0.3%,5.2%,-3.6%,-4.4%,5.1%,-1.5%
RmlCD inh 1536,20.7,2.3,3.5,4.2,9.9,nt,10.7,7.6,-2.0,8.3

(61) O=C(Cn1cnc2c(cnn2-c2ccccc2)c1=O)N1CCCc2ccccc21
(62) O=C(O)Cn1cc(C(=O)c2cccs2)c2ccccc21
(63) Cc1csc(NC(C)c2nc3cc(C(F)(F)F)ccc3n2CCCO)n1 (centres undefined)
(64) CCN(CC)CCOC(=O)c1ccc(Cl)cc1
(65) c1cncc(-c2nc3c(ccc4ccccc43)[nH]2)c1
(66) Cc1ccc2c(CC(=O)OCc3nc(N)nc(Nc4ccccc4C)n3)coc2c1
(67) CC(C)Sc1nnc([C@@H](N)Cc2c[nH]c3ccccc23)o1
(68) C[C@H](NC(=O)Nc1ccc2c(c1)OCCO2)C(=O)O
(69) CCSc1sccc1C1C(C#N)=C(N)N(c2cccnc2)C2=C1C(=O)CCC2 (centres undefined)
(70) COCCn1c(CCC(=O)O)nc2c1c(=O)[nH]c(=O)n2CC(C)C
(71) O=C(Nc1ccccc1F)C1CCCN(S(=O)(=O)c2ccccc2)C1 (centres undefined)
Screen / compound no.,61,62,63,64,65,66,67,68,69,70,71
GlmU inhibition,-2.4%,0.8%,3.3%,3.8%,6.1%,3.9%,2.6%,2.5%,6.2%,1.6%,0.2%
RmlCD inh 1536,14.1,15.9,nt,2.5,8.4,-7.8,nt,19.1,-20.0,44.1,-6.5

Structures above containing a Cl atom (14):
(1) Clc1cccc(N2CCN(c3ncnc4nc[nH]c34)CC2)c1
(7) C=CC(C)Sc1nc2c(c(=O)n(C)c(=O)n2C)n1Cc1ccccc1Cl (centres undefined)
(11) O=C(NCCCN1CCCC1=O)c1ccc(Cl)c(NS(=O)(=O)c2ccc(F)cc2)c1
(16) O=C1C2CC=C(Cl)CC2C(=O)N1CCC[n+]1cccc2ccccc21 (centres undefined)
(23) COc1cc(NC(=S)NCCc2ccc(S(N)(=O)=O)cc2)c(OC)cc1Cl
(25) CC(=O)c1c(C)nc2sc3c(=N)n(N)cnc3c2c1-c1ccc(Cl)cc1
(31) CC(=O)Nc1ccc(NC(=O)C(C)OC(=O)c2ccccc2C(=O)c2ccc(Cl)c([N+](=O)[O-])c2)cc1 (centres undefined)
(33) CCN(CC)C(=O)CSc1nnc2nnc3cc(Cl)ccc3n12
(36) Clc1ccc(CN2CCC(c3nc4ccc(Cl)cc4[nH]3)CC2)cc1
(51) COc1ccc(/C=N/NC(=O)c2ccn[nH]2)cc1COc1ccc(Cl)cc1Cl
(53) CCCOC(=O)CSc1nnc(-c2ccc(Cl)cc2Cl)o1
(56) O=C(Nc1cccc(Cl)c1)Nc1cccc(Cl)c1
Screen / compound no.,1,7,11,16,23,25,31,33,36,51,53,56
GlmU inhibition,-7.5%,1.8%,-6.7%,-1.5%,-9.1%,-5.2%,-4.8%,-2.4%,nt,-5.1%,-2.3%,5.2%
RmlCD inh 1536,-0.1,nt,6.2,-9.6,nt,nt,nt,-9.9,6.6,20.7,3.5,nt

(58) Cc1nn(Cc2ccc(Cl)c(Cl)c2)c(C)c1NC(=O)c1sc2ccccc2c1Cl
(64) CCN(CC)CCOC(=O)c1ccc(Cl)cc1
Screen / compound no.,58,64
GlmU inhibition,-4.4%,3.8%
RmlCD inh 1536,7.6,2.5

Molecules above containing bromine, in the order listed:
(15) Cc1c(Br)cc(C(=O)N2CCCCCC2)c(C)c1C
(43) O=[N+]([O-])c1ccc(Oc2cccc(Br)c2)c2ccncc12
(60) O=c1[nH]c(-c2ccccn2)nc(C(F)(F)F)c1Br
Screen / compound no.,15,43,60
GlmU inhibition,nt,-2.4%,-1.5%
RmlCD inh 1536,9.0,nt,8.3

A portion of the library (hit frequency here may not be typical).
